Screening results (PubChem BioAssay)
Efflux pump mplx: antifungal efflux pump inhibition, Nile Red retention. S. cerevisiae Candida pump triplex. inhibition, % at 10 µM. hit rate 0.44% among 330,000. AID 485275;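 active means plate passing quality check with inhibition over a set limit, or well fluorescence over plate mean plus 4 SD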;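 further: Nile Red retained in pooled yeast measured as flow cytometry median fluorescence; 0% = buffer negative control and 100% = Enniatin B positive control; higher means more Nile Red kept so more efflux inhibition; some compounds called inactive have numbers as strong as hits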
MEX-5 binding: C. elegans MEX-5 TCR-2 RNA binding activity | Q9XUB2 | MEX-5/FITC-TCR2 RNA binding, fluorescence polarization; active compounds read low | activity score (negative = inhibition of binding), % at 10 µM | hit rate 0.38% among 300,000 | AID 1832;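 active means inhibition past about -25% in most replicates, and total fluorescence under double the plate's negative control median, limit read from the data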;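 further: 0% = DMSO and -100% = 5 µM competing unlabeled TCR2 RNA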
Target sequence (Q9XUB2 whole entry, looked up): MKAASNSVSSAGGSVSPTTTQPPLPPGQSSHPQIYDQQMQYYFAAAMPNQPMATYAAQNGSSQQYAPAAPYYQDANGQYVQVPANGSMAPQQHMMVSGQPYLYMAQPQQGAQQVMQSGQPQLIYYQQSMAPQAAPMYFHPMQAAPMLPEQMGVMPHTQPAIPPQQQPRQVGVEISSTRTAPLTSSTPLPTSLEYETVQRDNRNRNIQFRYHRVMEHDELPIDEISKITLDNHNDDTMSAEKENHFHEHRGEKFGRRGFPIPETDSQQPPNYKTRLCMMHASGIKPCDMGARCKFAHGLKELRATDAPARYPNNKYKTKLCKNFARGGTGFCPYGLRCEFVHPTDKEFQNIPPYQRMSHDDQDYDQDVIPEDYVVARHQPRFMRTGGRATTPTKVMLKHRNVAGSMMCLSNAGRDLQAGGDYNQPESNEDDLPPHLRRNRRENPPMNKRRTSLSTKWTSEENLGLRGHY
Yeast superoxide: yeast age-related superoxide inhibition as caloric restriction mimetic | hit rate 0.18% among 330,000 | S. cerevisiae aged cells, superoxide DHE fluorescence; active compounds read low | superoxide response (% of plate mean), % at 10 µM;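 active means superoxide response under a set limit, about three screen SD below normal, cut at about 65% in these data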;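 further: yeast aged for seven days with compound at 30 °C before DHE staining; 100% = average MFI of all compound-treated wells on the plate with controls excluded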
GLD-1 RNA inh: GLD-1-TGE RNA interaction inhibition (C. elegans); inhibition, % at 5.96 µM; hit rate 0.44% among 320,000; Q17339; purified GLD-1 + fluorescein TGE RNA, fluorescence polarization;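 active means percent inhibition above a per-plate cutoff, the plate mean of test compounds plus 3 SD, cut at about 30% in these data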;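 further: 0% = DMSO wells with GLD-1 and probe and 100% = wells lacking GLD-1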
Bcl-xL primary: inhibitors of human Bcl-xL | Q07817 | GST-Bcl-xL / FITC-Bim BH3 peptide fluorescence polarization | inhibition, % at 10.9 µM | hit rate 0.7% among 320,000 | AID 2129;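 active means inhibition above the mean of all tested compounds plus 3 SD, cutoff set per campaign, cut at about 30% in these data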;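 further: 0% = DMSO wells and 100% = unlabeled Bim-BH3 peptide competitor; inhibitors lower millipolarization by displacing the labeled peptide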
EBNA-1 inh: blocks EBNA-1 binding to DNA; EBNA-1 DNA binding, fluorescence polarization; inhibition, % at 14.8 µM; hit rate 0.34% among 300,000; AID 1950; in the data active means inhibition above about 28%
MCL1-BIM inh: inhibitors of human MCL1 binding to BIM-BH3 peptide | Q07820 | GST-MCL1 / FITC-Bim-BH3 fluorescence polarization | inhibition, % at 10.9 µM | hit rate 0.68% among 320,000 | AID 2057;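 active means inhibition above the mean inhibition of all tested compounds plus 3 SD, set per campaign, cut at about 40% in these data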;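 further: 0% = DMSO wells and 100% = unlabeled Bim-BH3 peptide control; higher means more loss of mP so more displacement of Bim peptide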
Target sequence (Q07820 whole entry, looked up): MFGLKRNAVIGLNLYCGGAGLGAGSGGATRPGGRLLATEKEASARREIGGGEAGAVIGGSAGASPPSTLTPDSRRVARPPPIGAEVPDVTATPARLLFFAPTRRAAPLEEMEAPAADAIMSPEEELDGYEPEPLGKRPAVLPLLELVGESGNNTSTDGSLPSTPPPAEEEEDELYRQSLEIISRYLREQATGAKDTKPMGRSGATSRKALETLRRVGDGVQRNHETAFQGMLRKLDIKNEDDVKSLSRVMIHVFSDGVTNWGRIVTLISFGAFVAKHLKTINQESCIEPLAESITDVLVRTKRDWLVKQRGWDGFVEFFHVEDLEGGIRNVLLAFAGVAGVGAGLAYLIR
Fam108B inh: Fam108B inhibition, counter-screen for RBBP9 inhibitors; recombinant Fam108B, FP-Rh probe fluorescence polarization; AID 1947; hit rate 0.33% among 300,000; inhibition, % at 9.51 µM;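 active means inhibition above the screen mean inhibition plus 3 SD, computed separately per campaign, cut at about 18% in these data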;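 further: inhibitors lower polarization as less probe binds the enzyme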
ZTA counter: counter-screen for EBNA-1 inhibitors: inhibitors of Epstein-Barr virus ZTA; P03206; ZTA-DNA binding, fluorescence polarization; inhibition, % at 11 µM; hit rate 0.15% among 320,000; in the data active means inhibition above about 33%
* = called active by the depositor; / = no result given.

structure,Efflux pump mplx,MEX-5 binding,Yeast superoxide,GLD-1 RNA inh,Bcl-xL primary,EBNA-1 inh,MCL1-BIM inh,Fam108B inh,ZTA counter
Cc1cccn2c(=O)c(C(=O)NC3CCCCC3)c(O)nc12,-0.1,-1.1,86,0,0,-1,0,-2,4
COCCN(C(=O)c1ccccc1OC1CCN(S(C)(=O)=O)CC1)C(C)C,-0.1,0.9,76,-3,0,-1,6,2,5
Cn1c(=O)c2cc(S(=O)(=O)NCCC(=O)NCCc3ccc(Cl)cc3)ccc2n(C)c1=O,-0.1,-0.7,93,-1,6,8,1,0,6
CCn1cnc2cc(NCc3ccc(Br)cc3)ccc21,-0.1,-0.4,99,-1,9,-3,16,-5,-9
O=C(O)C1=CC[C@@H](c2ccc(Cl)cc2)N(S(=O)(=O)c2ccc(Cl)cc2)[C@H]1c1cccc(Cl)c1,0.0,/,109,6,-3,10,4,-14,-1
O=C(COC(=O)c1cnc(Cl)c(Cl)c1)NCc1ccc2c(c1)OCO2,0.1,1.5,128,-1,-1,-5,-7,-1,-18
Cc1cc(C)c2nc(N3CCC(C(=O)NCCN4CCOCC4)CC3)sc2c1,0.0,-0.1,100,-2,2,-8,8,7,0
C[C@@H](NC(=O)c1nc[nH]c1C(=O)N1CCN(C(=O)OC(C)(C)C)CC1)c1ccccc1,0.0,/,112,1,1,/,2,/,-18
COc1nc(-c2ccccc2)ccc1-c1noc(-c2cccs2)n1,-0.1,3.3,88,-3,-3,2,-4,-15,-18
COC(=O)[C@@H](NC(=O)NCc1ccccc1Cl)C(C)C,-0.1,-0.3,91,9,2,4,11,-5,9
CCNC(=S)N/N=C/c1ccc(OCCOc2ccccc2C)cc1,0.1,0.6,114,3,2,-1,8,4,14
CC1CC(O)(Cc2ccccc2)C(C)CN1C (stereo not given),0.1,-1.2,93,0,0,7,1,-4,-9
Cc1cc(N2C(=O)c3ccc(C(=O)Nc4ccc(CC(=O)O)cc4)cc3C2=O)no1,0.1,-2.0,107,-12,0,-7,-5,1,11
Cc1cnc(C(=O)OCC(=O)NCc2ccc3c(c2)OCO3)cn1,0.1,-3.7,108,0,1,3,3,0,7
Cc1cc(=O)oc2cc(NC(=O)C(C)Oc3cccc(Cl)c3)ccc12 (stereo not given),0.0,-3.3,89,14,-2,-1,-3,-1,-11
Cc1cc(C(=O)Nc2cccc3ccccc23)n(-c2ccccc2)n1,0.1,-6.3,107,2,-8,0,-2,0,-4
O=C(O)CN=C(NS(=O)(=O)c1ccccc1)c1ccccc1,0.0,1.1,115,9,4,-5,1,-3,7
COc1ccc(C)cc1S(=O)(=O)N1CCN(Cc2ccccc2)CC1,0.1,1.2,96,-4,6,10,13,1,13
O=C(COc1ccc2ccc(=O)oc2c1)Nc1cccc(S(=O)(=O)N2CCCCC2)c1,-0.2,/,85,4,7,/,1,/,12
C/C(=N\S(=O)(=O)c1ccc(C)cc1)N1CCN(S(=O)(=O)c2ccccc2)C1C(C)C (stereo not given),0.4,1.4,85,1,-1,-1,2,-1,9
O=C(COC(=O)c1ccccc1)Nc1cc(Cl)ccc1Oc1ccccc1,0.0,0.9,104,-3,5,-3,10,-7,-20
Cc1ccc(CCNC(=O)CN(c2cc(C)cc(C)c2)S(=O)(=O)c2c(C)noc2C)cc1,0.6,-2.6,107,-2,7,-4,1,-3,-5
CCN1CCN(Cc2c(O)ccc3c2O/C(=C\c2ccc(C)cc2)C3=O)CC1,-0.1,-29*,78,-1,40*,14,29,3,6
O=[N+]([O-])c1ccc(-c2cn3nc(-c4ccccc4)c(-c4ccccc4)nc3n2)cc1,-0.1,-17,108,-12,-13,-2,-32,-2,-27
CCN(CCO)C(=S)Nc1cc(C(=O)OC)ccc1C(=O)OC,0.0,0.7,113,5,1,2,-5,-1,-9
O=C(O)c1cc(=O)c2ccccc2[nH]1,-0.2,/,112,9,0,0,2,-1,1
Cc1cccn2c(=O)c3cc(C(=O)NC4CCCC4)c(=N)n(Cc4ccc(F)cc4)c3nc12,-0.1,-5.0,149,-3,4,3,-1,-5,-4
CC1CC(C)CN(CCCNC(=O)c2ccc(CS(=O)(=O)Cc3cccc(Cl)c3)o2)C1 (stereo not given),0.2,-4.3,90,-1,0,11,-2,2,1
Cc1cccc(/C(N)=N/OC(=O)Cc2ccccc2)c1,0.1,-3.6,101,11,7,5,5,1,3
CC(=O)N1CCN(S(=O)(=O)c2ccc(S(=O)(=O)NC3CCCCC3)cc2)CC1,0.0,-0.7,95,-3,-1,-2,-2,-3,4
Cc1ccccc1NS(=O)(=O)c1cc(C(=O)NCc2ccco2)ccc1C,-0.1,-1.0,108,0,3,-7,1,0,-23
Cc1cccn2c(=O)c3cc(C(=O)NC(C)C)c(=N)n(Cc4ccncc4)c3nc12,0.1,-18,96,-2,1,-2,2,8,-9
Cc1cc(=O)[nH]c(SCC(=O)Nc2ccc(Br)cn2)n1,0.0,2.0,113,7,-5,-5,-6,-11,-3
CCOC(=O)CN1CC23C=CC(O2)C(C(=O)Nc2ccc(C(C)=O)cc2)C3C1=O (stereo not given),0.0,1.5,97,-2,4,11,8,4,3
Cn1c(=O)n(CC(N)=O)c(=O)c2c1nc(Br)n2Cc1ccccc1,0.0,2.9,99,3,5,2,-2,0,13
COc1cc(C(=O)N2CCc3ccccc32)ccc1OCc1c(C)noc1C,-0.1,3.1,92,2,8,-1,6,3,2
O=C(CSc1nc2[nH]ncc2c(=O)[nH]1)Nc1ccc(Cl)cc1,-0.1,-0.3,101,1,2,-3,4,-2,3
O=[N+]([O-])c1ccc(Oc2ccc(S(=O)(=O)N3CCOCC3)cc2)cc1,-0.1,1.2,107,-5,6,-2,0,3,-8
COC(=O)C1CCN(C(=O)c2cc(=O)[nH]c3ccccc23)CC1,0.0,0.8,95,4,1,3,-5,0,-3
CC(C)OCC(O)CN1CCN(C(c2ccccc2)c2ccccc2)CC1 (stereo not given),-0.1,2.0,84,7,1,6,8,-5,5
COc1ccc(NC(=O)C2CCN(C(=O)NC3CCCCC3)CC2)c(OC)c1,0.0,-0.4,101,0,2,-1,0,-1,-2
COc1ccc2c(c1)CC(=O)NC=C2,0.0,-2.6,102,6,8,-2,1,0,0
COc1cc(NC(=O)CN(c2cc(C)cc(C)c2)S(=O)(=O)c2c(C)noc2C)cc(OC)c1,0.2,1.1,112,-2,0,-8,-1,-1,-10
CCOc1ccc(C(=O)Nc2cc(Cl)ccc2-n2cncn2)cc1OC,0.0,1.2,91,2,-12,6,-17,1,5
S=C(NCc1ccco1)Nc1cccc(Cl)c1,-0.3,0.7,90,6,5,3,5,-7,12
COC(=O)COc1ccc2cc(-c3ccc(OC)cc3)c(=O)oc2c1,-0.1,-0.3,104,0,3,11,1,1,7
Nc1nonc1-n1nnc(C(=O)N/N=C/c2cccc(Cl)c2)c1CN1CCCCCC1,0.0,-1.2,106,5,2,-3,2,-2,-7
COCCCNCCCCOc1ccc(OCc2ccccc2)cc1,-0.1,-0.7,73,-1,3,6,-1,0,-11
Cc1ccc(S(=O)(=O)N(Cc2cccc(Cl)c2)C(=O)N2CCN(C)CC2)cc1,0.0,0.6,103,3,-4,-10,0,-7,-8
N#Cc1sc2nc(-c3cccs3)cc(-c3ccccc3)c2c1N,0.0,-6.4,96,2,5,10,6,-5,12
CSCCC(NS(=O)(=O)c1ccc2c(c1)OCCO2)C(=O)N(C)Cc1ccc(C)cc1 (stereo not given),0.0,0.7,93,5,1,17,0,0,4
Cc1cc(C(F)(F)F)n2nc(C(=O)O)c(Cl)c2n1,-0.1,0.5,99,-1,10,5,2,0,-16
O=C(C1CC1)N1CCN(c2ccc(O)cc2)CC1,0.3,-2.9,88,-8,14,-7,5,2,-1
CCC(C)NC(=O)CNS(=O)(=O)c1ccc(C)cc1 (stereo not given),0.1,3.3,114,-4,4,-1,-2,7,4
CC(=O)Nc1cccc(C(=O)/C=C/c2ccc[nH]2)c1,-0.1,2.6,94,-9,3,-2,-1,2,0
COCCn1c(C)cc(C2=NNC(=Nc3ccc(OC)cc3)SC2)c1C,0.1,-2.6,92,-1,2,-5,10,6,3
Cn1cc(Cl)c(C(=O)N/N=C/c2ccc3c4c(cccc24)CC3)n1,-0.1,-2.6,81,5,6,-4,9,-31,-9
COc1ccc(CCNC(=O)CS(=O)(=O)c2cn(CC(=O)N(C(C)C)C(C)C)c3ccccc23)cc1OC,-0.3,-2.7,94,1,1,11,-4,2,8
COc1cccc(-c2ccc3ncnc(N(C)Cc4ccco4)c3c2)c1,-0.2,/,92,-4,3,/,-1,/,-7
CCOC(=O)Oc1ccc2c(=O)c(Oc3cccc(C)c3)coc2c1,0.3,0.4,143,7,-4,-2,-4,2,-6

(continued)
structure,Efflux pump mplx,MEX-5 binding,Yeast superoxide,GLD-1 RNA inh,Bcl-xL primary,EBNA-1 inh,MCL1-BIM inh,Fam108B inh,ZTA counter
Cc1ccc(C)c(Cn2ncc3ccccc32)c1,0.0,1.3,95,-4,7,4,0,4,12
Cc1ccc2[nH]c(C)c(CCNC(=O)C3CCCCC3C(=O)OCC(F)(F)F)c2c1 (stereo not given),-0.1,-0.4,96,0,3,2,-11,0,-1
O=C(NC(=S)Nc1ccccc1N1CCOCC1)c1ccc(-c2cc(Cl)ccc2Cl)o1,0.1,-0.9,107,-3,3,1,9,-2,15
NC12NC(=O)C3(O)C4C5CC(C6C5C3C61)C42 (stereo not given),0.1,-1.5,97,0,5,-4,1,-1,1
COc1ccc(C(=O)CC(=O)C(=O)Nc2ccccc2)cc1,-0.1,1.0,94,-3,0,-9,-1,0,-12
COc1cc(/C=N/N(C)S(=O)(=O)c2ccc(C)cc2)cc([N+](=O)[O-])c1O,-0.1,0.7,106,-5,8,4,3,3,0

Random draw from the library; about 2.3% have a hit in one of these screens.
